F508del corr: F508del CFTR correction, initial screen, CFBE line, single point; CFBE cells, YFP halide quenching; stimulated with forskolin plus potentiator P3; % fluorescence drop versus neutral controls; activity (quench increase), % at 7.58 µM; 350,000 tested, 0.36% active;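 active = mean added fluorescence quench of at least 8% versus neutral control, with both replicates also reaching 8%; inconclusive = only one of the mean or replicate conditions met; inactive = mean below 8% and not both replicates reaching 8%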;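 note: cells transiently co-express mutant CFTR-F508del with the halide-sensitive YFP; corrector assay measuring rescue of mutant channel to the surface after 24 h compound exposure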
EWS-Fli block: EWS/Fli-driven NR0B1 reporter inhibitors, primary screen, A673 cells, NR0B1 luciferase, luminescence, MLPCN library. viability-normalised. inhibition, % at 12.6 µM. 350,000 tested, 0.67% active;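 active = mean inhibition of at least 50% after viability correction, with every replicate also passing that limit; inconclusive = mean reaches 50% but only one of two replicates passes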;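 note: firefly luciferase signal divided by Alamar Blue viability fluorescence both relative to DMSO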
Xi reactivation: activators of inactive X chromosome reactivation, primary screen, imaging, XiGFP fibroblasts, GFP high-content imaging, set 2; AID 743238, 2013; activation, % at 7.58 µM; XiGFP mouse fibroblasts, % GFP-positive cells imaging, 3 d; cells co-treated with 5-aza-dC sensitizer; scaled so ellipticine positive control = 100%; 360,000 tested, 0.055% active;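 active = mean normalized replicate activation at least 10% and every replicate at or above 10%; inconclusive = only one of the two criteria met; inactive = mean below 10% and not all replicates reach 10%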;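 note: 0% = median of on-plate neutral control wells and 100% = ellipticine 6 µM median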
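System: 68-5-11 XiGFP fibroblast line | Buffer or medium: DMEM containing 5-aza-dC | Compound: Single point | Times: Compounds 3 days, fix/stain 15 min at room temperature | Benchmarks: Positive control ellipticine, 6 µM final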
DENV2 CPE rescue: inhibitors of DENV2 cytopathic effect, primary screen, cell-based, plate reader, single concentration. DENV2-infected cells, cytopathic effect rescue. CPE inhibition, % at 9.99 µM. 350,000 tested, 1.7% active. AID 651640, 2012; in the data active = CPE inhibition above about 20%, passing the limit was not always enough; inconclusive = no clear call, values can overlap the other calls; tested in BHK-21 cells;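 note: 0% = median of neutral control wells and 100% = median of positive control wells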
ERp5 block: inhibitors of ERp5-driven insulin aggregation, primary screen, biochemical, turbidity, absorbance 650 nm, single point | Protein disulfide-isomerase A6 (Homo sapiens), Q15084 | 90 min | inhibition, % at 9.99 µM | 350,000 tested, 0.05% active;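 active = mean replicate inhibition above about 25%, with every replicate also reaching it, limit read from the data, passing the limit was not always enough; inconclusive = only one of those two criteria met; inactive = neither criterion met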
Target sequence (Q15084 whole entry, looked up): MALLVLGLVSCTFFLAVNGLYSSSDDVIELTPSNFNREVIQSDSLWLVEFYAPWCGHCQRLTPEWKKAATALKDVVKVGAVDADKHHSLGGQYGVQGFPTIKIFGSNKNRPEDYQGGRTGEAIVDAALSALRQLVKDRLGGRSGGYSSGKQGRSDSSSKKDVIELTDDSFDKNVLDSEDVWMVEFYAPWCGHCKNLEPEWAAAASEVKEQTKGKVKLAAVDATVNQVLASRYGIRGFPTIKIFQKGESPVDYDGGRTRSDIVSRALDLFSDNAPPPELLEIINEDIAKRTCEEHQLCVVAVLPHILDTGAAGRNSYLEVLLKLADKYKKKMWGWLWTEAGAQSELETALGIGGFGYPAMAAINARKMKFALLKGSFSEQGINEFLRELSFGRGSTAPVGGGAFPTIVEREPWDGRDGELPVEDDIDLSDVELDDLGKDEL
ARNT-TACC3 inh: disruptors of ARNT/TACC3 protein interaction, primary screen, biochemical, AlphaScreen, single concentration | Transforming acidic coiled-coil-containing protein 3 (Homo sapiens), Q9Y6A5 | AlphaScreen His-ARNT PAS-B/GST-TACC3 binding, luminescence; TACC3 fragment carries E629A point mutation | inhibition, % at 9.99 µM | 390,000 tested, 0.66% active | AID 623870, 2012;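 active = mean inhibition of replicates at least 50% and at least half of replicates each reaching 50%; inconclusive = half or more replicates reach 50% but mean below 50%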;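 note: 0% = complete ARNT plus TACC3 wells and 100% = ARNT alone without TACC3; many hits fall short of the cut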
GSIS activator: GLuc luminescence reporter in INS-1E cells, primary screen for activators of glucose-dependent secretion of insulin; 370,000 tested, 0.61% active; AID 743287, 2014; INS-1E GLuc reporter insulin secretion, 2-3 h; activation, % at 16.6 µM;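 active = lowest replicate activation of at least 40%, so every replicate reaches that level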;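 note: 0% = median of neutral control wells and 100% = median of IBMX positive control wells; some compounds called inactive have numbers as strong as hits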
PAX8 reporter: inhibitors of PAX8-driven TPO luciferase reporter, primary screen, RMG-I cells, single concentration; 360,000 tested, 1.2% active; inhibition, % at 12.6 µM; SteadyGlo, 24 h;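 active = mean replicate inhibition at least 60% with every replicate also reaching 60%; inconclusive = only one of the two criteria is met; inactive = mean below 60% and not all replicates reaching 60%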;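 note: luciferase light reporting Pax8 driven TPO promoter activity; plate controls were median of neutral control wells for no effect and mitoxantrone controls for full effect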
Numbers without * were called inactive; u = inconclusive; x = not tested or not shown. No enrichment for hits, and some 4.2% of all compounds hit somewhere here.

1	O=C(NNC(=S)NCC1CCCO1)c1cccc(S(=O)(=O)N2CCOCC2)c1 (stereo not drawn)
2	C[C@@H]1CN([C@@H](C)CO)C(=O)c2cccc(NC(=O)CCCCCC(=O)Nc3ccccc3N)c2O[C@@H]1CN(C)C(=O)Nc1ccc2c(c1)OCO2
3	O=C(C[C@H]1CC[C@@H]2[C@H](COC[C@H](O)CN2S(=O)(=O)c2ccccc2)O1)Nc1ccccc1
4	COc1ccc(NC(=O)CN(C)C(=O)CCCNC(=O)c2ccc(Cl)cc2)cc1
5	COC(=O)N/N=C/c1ccccc1Cl
6	CCCc1nc(SCC(=O)O)c2sc(=S)n(-c3ccccc3)c2n1
7	Cc1cccc(Nc2nnc(SCC(=O)c3ccc(O)cc3O)s2)c1
8	CC1CC(C)(C)n2c(O)c(N=NC(N)=S)c3cccc1c32 (stereo not drawn)

entry no.	1	2	3	4	5	6	7	8
F508del corr	-1.4	0.3	4.9	-2.7	-0.3	4.2	0.5	1.4
EWS-Fli block	3	-4	2	-22	-7	6	-15	11
Xi reactivation	0.0	0.2	0.0	0.0	-0.3	0.0	0.0	0.0
DENV2 CPE rescue	1	7	-3	-3	5	u	2	x
ERp5 block	-1	14	4	2	4	3	-7	-9
ARNT-TACC3 inh	-8	x	-1	-4	-4	-3	2	4
GSIS activator	1	15	-4	8	7	-7	-20	7
PAX8 reporter	20	0	-3	-53	-15	-19	-15	7

9	COc1ccc(Cl)cc1-n1c(=S)sc2c(=O)[nH]c(SCC(=O)NCCC(C)C)nc21
10	Cc1ccc(/C=N/NC(=O)CN2CCN(Cc3ccccc3Cl)CC2)o1
11	COc1ccccc1OCCC(=O)NCc1ccc2c(c1)OCO2
12	O=C(C[C@H]1CC[C@@H](NC(=O)CCN2CCCCC2)[C@H](CO)O1)Nc1ccc(-c2ccccc2)cc1
13	CC1CCCC(=NNC(=O)C2COc3ccccc3O2)C1 (stereo not drawn)
14	COc1ccccc1NC(=O)CN(Cc1ccco1)C(=O)c1ccc(Cl)nc1
15	COCC(=O)Nc1ccc2c(c1)OC[C@H](C)N(C(=O)c1ccccc1)C[C@@H](C)[C@@H](OC)CN(C)C2=O
16	O=C(NCC(c1cccs1)N1CCOCC1)c1cn(-c2ccccc2)nc1-c1ccc(F)cc1 (stereo not drawn)

entry no.	9	10	11	12	13	14	15	16
F508del corr	0.1	0.6	0.1	-0.3	-0.7	0.1	-0.1	0.8
EWS-Fli block	-3	-1	6	-21	2	10	3	-5
Xi reactivation	0.5	0.3	-0.1	-0.1	0.0	0.0	-0.6	0.0
DENV2 CPE rescue	4	0	-8	7	-5	0	0	0
ERp5 block	0	1	-3	17	5	0	0	-4
ARNT-TACC3 inh	x	4	1	-32	0	-2	26	-2
GSIS activator	-4	-3	-1	-5	-37	5	4	-30
PAX8 reporter	1	2	10	-17	4	-1	x	-2

17	Cc1cc(C)n(/C(=C/N(C)C)C(=O)c2ccccc2)n1
18	O=C(Nc1ccc(Cl)c(Cl)c1)N[C@H]1CC[C@@H](CCn2cc(C3CCCCC3)nn2)O[C@H]1CO
19	O=C(Cc1cccnc1)N1[C@@H](CO)[C@@H](c2ccccc2)[C@@H]1CNCC1CCC1
20	Cc1cc(C(C)(C)C)oc1C(=O)N(CC(=O)NC1CCCC1)Cc1ccccc1Cl
21	c1ccc(COn2nnc3ccccc32)c(COn2nnc3ccccc32)c1
22	COc1ccc(C(=O)N2CC(=O)Nc3ccc(F)cc3C2c2ccccc2)cc1 (stereo not drawn)
23	O=C(O)Cc1ccc(NS(=O)(=O)c2ccc3c(c2)OCCO3)cc1
24	COCC(=O)N1C[C@H](C)[C@@H](OC)CN(C)C(=O)c2ccc(NC(=O)NC(C)C)cc2OC[C@@H]1C

entry no.	17	18	19	20	21	22	23	24
F508del corr	2.0	0.8	-0.1	1.9	2.0	-1.8	1.4	-2.5
EWS-Fli block	-4	-3	-5	21	3	2	8	0
Xi reactivation	-0.3	1.4	0.3	x	x	0.0	0.1	-0.6
DENV2 CPE rescue	16	u	-9	16	1	2	3	-2
ERp5 block	2	5	-3	-1	-2	1	4	-4
ARNT-TACC3 inh	0	-2	-8	39	-4	-8	x	x
GSIS activator	1	-34	-3	-24	-24	-7	130*	-2
PAX8 reporter	-11	-1	-10	x	x	9	8	x

Next part
Under each structure: F508del corr | EWS-Fli block | Xi reactivation | DENV2 CPE rescue | ERp5 block | ARNT-TACC3 inh | GSIS activator | PAX8 reporter
(25) Cc1cc(Nc2cccc(Cl)c2)nc(N2CCOCC2)n1
  x | x | 0.0 | x | x | -5 | -15 | -9
(26) COc1ccc(CNc2cccc3[nH]c(C(F)(F)F)nc23)cc1
  4.3 | -12 | 0.4 | -3 | 2 | -1 | -11 | 17
(27) COc1ccc(S(=O)(=O)Nc2cccc3c2O[C@H](CN(C)S(=O)(=O)c2ccc(Cl)cc2)[C@H](C)CN([C@@H](C)CO)C3=O)cc1
  0.7 | -7 | -0.5 | -7 | -8 | -16 | -3 | -29
(28) CO[C@@H]1CN(C)C(=O)c2cc(NS(=O)(=O)c3ccccc3Cl)ccc2OC[C@H](C)NC[C@@H]1C
  -1.6 | -4 | -0.2 | -11 | 12 | -13 | -4 | x
(29) C[C@H](CO)N1C[C@H](C)[C@H](CN(C)CC2CC2)Oc2ccc(NC(=O)c3ccncc3)cc2C1=O
  -0.4 | x | 0.3 | 5 | -4 | x | 6 | -15
(30) C=CCOc1ccc(/C=C/C(=O)OCC(=O)NCCc2ccccc2)cc1
  1.1 | -3 | -0.3 | 6 | 7 | -5 | 8 | -9
(31) CCOc1ccc(CCNC(=O)CS(=O)Cc2nc(-c3ccc(C)cc3)oc2C)cc1 (stereo not drawn)
  4.0 | -5 | 0.0 | 10 | -5 | x | -45 | 24
(32) Cc1ccc(NC(=O)C2(C)CCCN(C(C)C)C2)cc1C (stereo not drawn)
  -0.5 | -8 | 0.4 | -3 | 4 | x | 2 | -9
(33) O=c1c2ccccc2c(/C=N/c2n[nH]c(CCCO)n2)c(O)n1-c1ccccc1Cl
  -3.5 | -3 | 0.0 | 8 | -1 | x | -5 | -8
(34) Cn1c(/C(C#N)=C(\O)c2ccc([N+](=O)[O-])cc2)nc2ccccc21
  -1.3 | -10 | -0.4 | -7 | -4 | -6 | -4 | -12
(35) CCOc1ccc(NC(=O)CN(C)S(=O)(=O)c2ccc3c(c2)CCC(=O)N3)cc1
  0.9 | 6 | 0.3 | 6 | 2 | -7 | 12 | 11
(36) CC(C)NC(=O)N1CCCCN2[C@@H](CO)[C@@H](c3ccc(Br)cc3)[C@@H]2C1
  0.1 | -8 | 0.0 | 68* | -8 | 3 | 12 | 6
(37) O=C(CCl)N=c1sccn1Cc1cccc2ccccc12
  -2.1 | 34 | 0.0 | -10 | -5 | 23 | 27 | 111*
(38) COc1ccc(NC(=O)CN2C(=O)NC(C)(C3CC3)C2=O)c(OC)c1 (stereo not drawn)
  0.7 | -6 | -0.5 | 2 | 5 | -1 | 11 | 9
(39) CC1CC(C)CN(c2ccc(NS(=O)(=O)c3ccccc3)cc2C(=O)O)C1 (stereo not drawn)
  -0.6 | -2 | 0.0 | 10 | 6 | -3 | 12 | 24
(40) CCOC(=O)N1CCN(C(=O)c2ccc3ccccc3c2)CC1
  -0.2 | 2 | 0.0 | 1 | -1 | -8 | 2 | -16
(41) O=C(C1CC1)N1N=C(c2ccncc2)CC1(O)C(F)(F)F (stereo not drawn)
  -0.5 | 1 | 0.0 | -4 | -1 | -4 | 13 | 3
(42) c1ccc2c(c1)CC1(CCCCC1)n1nnnc1-2
  -3.3 | -4 | x | 2 | -2 | -2 | 2 | x
(43) COc1ccc(Oc2ccc(C(F)(F)F)cc2NC(=O)CC(CC(=O)O)c2ccccc2)cc1 (stereo not drawn)
  -0.4 | -6 | 0.0 | u | 4 | 4 | 17 | 13
(44) CC(C)CC#Cc1ccc2c(c1)O[C@@H](CN(C)C(=O)c1cccnc1)[C@H](C)CN([C@@H](C)CO)S2(=O)=O
  1.3 | 1 | -2.1 | -8 | -7 | 27 | -12 | x
(45) CCc1ccc(NC(=O)C(=O)NCC2CCCN2S(=O)(=O)c2ccccc2)cc1 (stereo not drawn)
  -0.5 | -8 | -0.1 | -4 | 17 | -5 | -13 | 8

Gathered by group: those above with an aryl methoxy group
Under each structure: F508del corr | EWS-Fli block | Xi reactivation | DENV2 CPE rescue | ERp5 block | ARNT-TACC3 inh | GSIS activator | PAX8 reporter
(4) COc1ccc(NC(=O)CN(C)C(=O)CCCNC(=O)c2ccc(Cl)cc2)cc1
  -2.7 | -22 | 0.0 | -3 | 2 | -4 | 8 | -53
(9) COc1ccc(Cl)cc1-n1c(=S)sc2c(=O)[nH]c(SCC(=O)NCCC(C)C)nc21
  0.1 | -3 | 0.5 | 4 | 0 | x | -4 | 1
(11) COc1ccccc1OCCC(=O)NCc1ccc2c(c1)OCO2
  0.1 | 6 | -0.1 | -8 | -3 | 1 | -1 | 10
(14) COc1ccccc1NC(=O)CN(Cc1ccco1)C(=O)c1ccc(Cl)nc1
  0.1 | 10 | 0.0 | 0 | 0 | -2 | 5 | -1
(22) COc1ccc(C(=O)N2CC(=O)Nc3ccc(F)cc3C2c2ccccc2)cc1 (stereo not drawn)
  -1.8 | 2 | 0.0 | 2 | 1 | -8 | -7 | 9
(26) COc1ccc(CNc2cccc3[nH]c(C(F)(F)F)nc23)cc1
  4.3 | -12 | 0.4 | -3 | 2 | -1 | -11 | 17
(27) COc1ccc(S(=O)(=O)Nc2cccc3c2O[C@H](CN(C)S(=O)(=O)c2ccc(Cl)cc2)[C@H](C)CN([C@@H](C)CO)C3=O)cc1
  0.7 | -7 | -0.5 | -7 | -8 | -16 | -3 | -29
(38) COc1ccc(NC(=O)CN2C(=O)NC(C)(C3CC3)C2=O)c(OC)c1 (stereo not drawn)
  0.7 | -6 | -0.5 | 2 | 5 | -1 | 11 | 9
(43) COc1ccc(Oc2ccc(C(F)(F)F)cc2NC(=O)CC(CC(=O)O)c2ccccc2)cc1 (stereo not drawn)
  -0.4 | -6 | 0.0 | u | 4 | 4 | 17 | 13
